GAA glycogen – qHTS Assay for Inhibitors and Activators of Human alpha-Glucosidase Cleavage of Glycogen | Potency, µM (titrated, usually from 76.4 µM), for inactives: at the highest dose activity change, negative = inhibition, most hits filed as inhibitors | Lysosomal alpha-glucosidase (Homo sapiens), P10253 | actives 0.38% (n = 300,000) | recombinant GAA, glycogen substrate, Amplex Red glucose oxidase fluorescence; active means well fitted inhibition curve with a large enough effect;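 further: 0% = full enzyme reaction and -100% = no-enzyme basal signal; the screen sought inhibitors and activators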
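Recombinant human enzyme (4 nM); glycogen substrate; 37 C, 40 min, pH 5.0. Readout: coupled glucose oxidase/Amplex Red fluorescence.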
* = called active by the depositor; [ ] = another dose, or the depositor's remark. Potency means the concentration at half of the fitted maximal effect. These rows are one share of the data, so the mix of outcomes need not match the whole.

GAA glycogen	SMILES
4%[76.3 µM]	N#Cc1ccc(NC(=O)CN2C(=O)NC3(CCCC3)C2=O)cc1
-1%[76.3 µM]	COc1ccccc1NS(=O)(=O)c1cccc(C(=O)NCC(C)(C)N2CCOCC2)c1
-9%[76.3 µM]	CCOc1ccc(S(=O)(=O)Nc2ccc(C(=O)NCC3CCCO3)cc2)cc1 (stereo not drawn)
-11%[76.3 µM]	Cc1cccc(Nc2nc(C)cc(C)c2C#N)c1
-23%[76.3 µM]	Cc1ccc(CNc2nc(C)cs2)cc1
6%[76.3 µM]	Cc1ccc(OCC(=O)N(Cc2ccc(Cl)cc2)CC2CCCO2)cc1C (stereo not drawn)
15%[76.3 µM]	Cc1ccc(C(=O)N(CCN(C)C)CC2CCCN(Cc3ccccc3F)C2)cc1C (stereo not drawn)
-2%[76.3 µM]	CCN1CCN(c2ccc(NC(=O)c3cc(OC)c(OC)c(OC)c3)cc2)CC1
7%	O=C(c1cccc([N+](=O)[O-])c1)N1CCN(c2ncccn2)CC1
0%	CC1CN(CCS(=O)(=O)c2cc(Cl)ccc2Cl)CC(C)O1 (stereo not drawn)
19%[76.3 µM]	CC1CN(C(=O)CCC(=O)NCc2ccccc2Cl)c2ccccc2S1 (stereo not drawn)
17%[76.3 µM]	COc1ccc(CCNC(=O)c2cc3c(=O)oc4ccc(C)cc4c3s2)cc1OC
0%[76.3 µM]	CC1CN(C(=O)CCC(=O)NCCCc2ccccc2)c2ccccc2O1 (stereo not drawn)
5%[76.3 µM]	CCOc1ccc(NC(=O)C2C(c3ccccc3)C2(Cl)Cl)cc1 (stereo not drawn)
-6%[76.3 µM]	CCN(Cc1ccncc1)C(=O)C1CCC(=O)N(Cc2ccc(Cl)cc2)C1 (stereo not drawn)
9%	CCOc1ccc(C(C)=O)cc1Cn1c(=O)oc2ccccc21
-5%[76.3 µM]	Cc1ccc(CNc2nc3c(S(=O)(=O)c4ccccc4)nnn3c3ccsc23)cc1
-4%[76.3 µM]	Cc1ccc(S(=O)(=O)CC(=O)N2CC(C)OC(C)C2)cc1 (stereo not drawn)
6%	CC(C)(C)OC(=O)N1CCN(CCNC(=O)c2ccccc2)CC1
-13%[76.3 µM]	Cc1ccc(S(=O)(=O)Cc2ccc(C(=O)N3CCN(c4cccc(Cl)c4)CC3)o2)cc1
-3%[76.3 µM]	CCOc1ccc(NC(=O)c2c(NC(=O)c3ccccc3F)sc3c2CCC3)cc1
-9%[76.3 µM]	NS(=O)(=O)c1ccc(CNC(=O)c2cc(-c3cccnc3)nc3ccc(Br)cc23)cc1
-6%	Cc1ccc(S(=O)(=O)NN2C(=O)/C(=C/c3cccc(F)c3)SC2=S)cc1
-4%[76.3 µM]	COc1ccccc1CN(C)C(=O)c1ccccc1Sc1ccccc1C#N
2%[76.3 µM]	Cc1c(C2=CCN(S(=O)(=O)c3ccc(Br)cc3)CC2)c2ccccc2n1CC(=O)N1CCCC1
5%[76.3 µM]	CC1CCN(S(=O)(=O)c2ccc3c(c2)n(C)c(=O)n3C)CC1
-2%[76.3 µM]	Cc1cc(C)c(C#N)c(Nc2cccc(C)c2C)n1
11%[76.3 µM]	COc1ccc(NC(=O)c2cc(-c3ccc(C)cc3)on2)cc1OC
3%	CC(=O)c1ccccc1OCC(O)Cn1ccnc1 (stereo not drawn)
3%	CCOC(=O)CCCNC(=O)CN1C(=O)NC(c2ccccc2)(c2ccccc2)C1=O
-3%[76.3 µM]	COc1ccc(-c2nc(S(=O)(=O)c3ccccc3)c(N3CCC(C)CC3)o2)cc1
-9%[76.3 µM]	O=C(c1ccccc1Cl)N1CCN(CCc2ccccn2)CC1
-6%[76.3 µM]	CCOC(=O)Cn1nc(NC(=O)c2cc(OC)cc(OC)c2)cc1C
4%[76.3 µM]	COC(C(=O)Nc1ccccc1C(=O)N1CCOCC1)c1ccccc1 (stereo not drawn)
0%[76.3 µM]	Cn1cccc1CNCC(O)c1ccccc1 (stereo not drawn)
-4%[76.3 µM]	CC(C)C[C@H](NC(=O)N1CCn2c1nc1ccccc12)C(=O)NCc1ccc2c(c1)OCO2

In a second layout: entries from further up
| SMILES | GAA glycogen |
| --- | --- |
| CCOC(=O)CCCNC(=O)CN1C(=O)NC(c2ccccc2)(c2ccccc2)C1=O | 3% |
| CC(=O)c1ccccc1OCC(O)Cn1ccnc1 (stereo not drawn) | 3% |
| Cc1c(C2=CCN(S(=O)(=O)c3ccc(Br)cc3)CC2)c2ccccc2n1CC(=O)N1CCCC1 | 2%[76.3 µM] |
| COc1ccc(NC(=O)c2cc(-c3ccc(C)cc3)on2)cc1OC | 11%[76.3 µM] |
| Cc1cc(C)c(C#N)c(Nc2cccc(C)c2C)n1 | -2%[76.3 µM] |

(next part)
GAA glycogen	SMILES
2%[76.3 µM]	CCn1c(CNC(=O)C2CCCCC2)cc2ccccc21
-3%	O=C(CCS(=O)(=O)Cc1cccc(Cl)c1)NCCc1ccccc1
-9%	CCc1ccccc1NC(=O)CCCN1C(=O)c2cccnc2C1=O
2%[76.3 µM]	O=C(c1ccc(F)cc1)C1CCN(C(=O)Nc2ccc(F)cc2F)CC1
-12%[76.3 µM]	N#Cc1c(-c2ccccc2)cc(-c2ccc(O)cc2)nc1N
4%	Cc1cc(Br)ccc1NC(=O)CN(C)Cc1cccs1
-1%[76.3 µM]	CN1C(=O)c2[nH]nc(-c3ccc(F)cc3)c2C1c1ccccn1 (stereo not drawn)
-14%[76.3 µM]	COc1ccc(CCNC(=O)CCC(=O)NC2CCCC(C)C2C)cc1OC (stereo not drawn)
9%[76.3 µM]	COc1ccccc1OCCSc1nc2ccccc2n1CCC(=O)O
-5%[76.3 µM]	Cc1cccc(N2CCN(CCCNC(=O)Cn3ncc4c([nH]c5ccccc54)c3=O)CC2C)c1 (stereo not drawn)
4%[76.3 µM]	CCc1nnc(SCC(=O)Nc2ccc(F)cc2F)c2cc3sc(C)cc3n12
-2%	CC1CCN(S(=O)(=O)c2ccc(NC(=O)c3ccco3)cc2)CC1
-6%[76.3 µM]	Cc1ccc(-n2nc(C(=O)N3CCN(c4cccc(C(F)(F)F)c4)CC3)c3c4ccccc4n(C)c3c2=O)cc1
-3%	CCOc1cc2[nH]c(=S)n(Cc3ccc(C(=O)O)cc3)c(=O)c2cc1OCC
-4%[76.3 µM]	[N-]=[N+]=N[C@@H](CCN1CC[C@H](O)CCC1=O)c1ccccc1
5%[76.3 µM]	CCOC(=O)C1=C(CS(=O)(=O)c2ccc(Br)cc2)NC(=O)NC1c1ccccc1 (stereo not drawn)
1%	CC(=O)c1cnc(Oc2cc(Cl)ccc2Cl)nc1C
11%[76.3 µM]	COC(=O)c1c(C)oc2ccc(N(C(=O)c3ccncc3)S(=O)(=O)c3c(C)cc(C)cc3C)cc12
-2%[76.3 µM]	Cc1[nH]c(C)c(S(=O)(=O)N2CCN(c3ccccc3)CC2)c1C(=O)N1CCCC1
-9%[76.3 µM]	CN(Cc1nccs1)C(=O)c1ccc2nc(Cc3ccccc3F)oc2c1
8%[76.3 µM]	C=C(C)COc1cc2oc(=O)c(CC(=O)N3C[C@H]4C[C@@H](C3)c3cccc(=O)n3C4)c(C)c2cc1Cl
-2%[76.3 µM]	CC1Cc2ccccc2N1S(=O)(=O)c1nnc(NC(=O)c2ccccc2Br)s1 (stereo not drawn)
14%[76.3 µM]	CC(OC(=O)c1cccs1)C(=O)NC1CC1 (stereo not drawn)
-9%[76.3 µM]	Cn1nnnc1SCCCNCc1cccc(OCc2ccc(F)cc2)c1

The last six compounds of the section above open the next one:
GAA glycogen	SMILES
-2%[76.3 µM]	Cc1[nH]c(C)c(S(=O)(=O)N2CCN(c3ccccc3)CC2)c1C(=O)N1CCCC1
-9%[76.3 µM]	CN(Cc1nccs1)C(=O)c1ccc2nc(Cc3ccccc3F)oc2c1
8%[76.3 µM]	C=C(C)COc1cc2oc(=O)c(CC(=O)N3C[C@H]4C[C@@H](C3)c3cccc(=O)n3C4)c(C)c2cc1Cl
-2%[76.3 µM]	CC1Cc2ccccc2N1S(=O)(=O)c1nnc(NC(=O)c2ccccc2Br)s1 (stereo not drawn)
14%[76.3 µM]	CC(OC(=O)c1cccs1)C(=O)NC1CC1 (stereo not drawn)
-9%[76.3 µM]	Cn1nnnc1SCCCNCc1cccc(OCc2ccc(F)cc2)c1
-3%	CCN(CC(=O)NCc1ccc(Cl)cc1)C(=O)c1oc2ccccc2c1C
-14%	Cc1ccc(Nc2cc(C)nc(-c3ccccc3)n2)cc1
-4%	CCCNC(=O)CN1C(=O)NC(CC)(c2ccc(F)cc2)C1=O (stereo not drawn)
10%[76.3 µM]	COc1ccccc1CNC(=O)C(CC(C)C)N1Cc2ccccc2C1=O (stereo not drawn)
-12%[76.3 µM]	COc1ccc(CNCCC2(O)CC(C)N(C)CC2C)cc1OC (stereo not drawn)
11%[76.3 µM]	COc1ccccc1NC(=O)CSc1nc2nccnc2c(=O)n1CCc1c[nH]c2ccccc12
-4%	CC1CN(C(=O)c2cc3cc(Br)ccc3[nH]2)CC(C)O1 (stereo not drawn)
-7%[76.3 µM]	O=C(Nc1ccc2c(c1)OCCO2)c1ccc(Cl)c(Cl)c1
3%	Nc1ccc2nc(-c3ccc(-c4nc5ccc(N)cc5[nH]4)cc3)[nH]c2c1
-7%[76.3 µM]	CCOc1ccccc1CN(CCc1ccc2c(c1)OCO2)Cc1cc(OC)c(OC)cc1OC
11%[76.3 µM]	Cc1ccc(N(CC(=O)Nc2ccc(OC(F)(F)F)cc2)S(=O)(=O)c2c(C)noc2C)cc1
11%[76.3 µM]	COC(=O)[C@@H](NCc1cccc(CN[C@H](C(=O)OC)c2ccccc2)c1)c1ccccc1

Among those listed so far, 2 contain a COOH group.
GAA glycogen	SMILES
9%[76.3 µM]	COc1ccccc1OCCSc1nc2ccccc2n1CCC(=O)O
-3%	CCOc1cc2[nH]c(=S)n(Cc3ccc(C(=O)O)cc3)c(=O)c2cc1OCC

Continuation.
GAA glycogen	SMILES
0%[76.3 µM]	COCCNc1oc(/C=C/c2ccccc2OC)nc1S(=O)(=O)c1ccccc1
-3%	COc1ccc(S(=O)(=O)N2CCN(c3nc(C)cc(C)n3)CC2)cc1
-10%[76.3 µM]	Fc1ccc(-n2nnc(-c3ccccc3Cl)n2)cc1
-9%	Cc1ccc(NS(=O)(=O)c2csc(C(N)=O)c2)cc1C
-1%[76.3 µM]	CC(=O)OCC1OC(OCc2cn(C[C@H]3CC[C@H](Cn4cc(COC5OC(COC(C)=O)C(OC(C)=O)C(OC(C)=O)C5OC(C)=O)nn4)O3)nn2)C(OC(C)=O)C(OC(C)=O)C1OC(C)=O (stereo partly drawn)
-20%	Cc1ccc(OCC(=O)NCCCNC(=O)c2ccncc2)cc1
3%[76.3 µM]	O=C(c1ccc2ccccc2c1)C1CCCN(C(=O)c2cccnc2)C1 (stereo not drawn)
0%	COc1cccc(C=O)c1OC(=O)N1CCOCC1
-2%	O=C(OCC(=O)c1ccc(Cl)cc1Cl)c1cnccn1
3%[76.3 µM]	COc1ccccc1OCC(=O)NNC(=O)CCCC(=O)NNC(=O)COc1ccccc1OC
3%[76.3 µM]	Cc1cccc(NC(=O)CCN2CCCC(C)C2)c1 (stereo not drawn)
-3%[76.3 µM]	O=C(CSc1nnc(-c2ccco2)o1)Nc1cccc([N+](=O)[O-])c1
1%[76.3 µM]	COc1ccc2c(CNCc3cccs3)c(C(=O)O)n(Cc3ccc(F)cc3Cl)c2c1
1%	O=c1[nH]c2ccccc2n2c(C(F)(F)F)nnc12
8%[76.3 µM]	Cc1cccc(-n2nc3c(c2NC(=O)C2CC2)CS(=O)(=O)C3)c1C
-4%	Cc1ccc(OCC(=O)NC(C)c2ccc(Cl)c(Cl)c2)c([N+](=O)[O-])n1 (stereo not drawn)
-1%[76.3 µM]	O=C(N/N=C\c1cc2c(cc1[N+](=O)[O-])OCO2)c1cccs1
16%[76.3 µM]	CCC(=O)N1CCc2cc(S(=O)(=O)NCCC(=O)NC(C)c3ccccc3)ccc21 (stereo not drawn)
3%[76.3 µM]	CC(NC1c2ccccc2-c2ccccc21)c1ccccc1 (stereo not drawn)
4%[76.3 µM]	CCOc1cc(/C=N/N2CCN(Cc3ccccc3)CC2)ccc1O
-28%	S=c1[nH]nc(COc2ccccc2)n1/N=C/c1cccc(Cl)c1Cl
-1%[76.3 µM]	COc1ccccc1NC(=O)c1ccccc1NC(=O)c1ccccc1C(=O)O
-9%[76.3 µM]	CCOC(=O)c1ccccc1NC(=O)c1cn(CC(C)C)c(=O)c2cc(OC)c(OC)cc12
2%	NC1=NC(c2ccccc2C(F)(F)F)N(c2ccc(F)c(Cl)c2)C(N)=N1 (stereo not drawn)

Continued; the last 2 above are carried over.
GAA glycogen	SMILES
-9%[76.3 µM]	CCOC(=O)c1ccccc1NC(=O)c1cn(CC(C)C)c(=O)c2cc(OC)c(OC)cc12
2%	NC1=NC(c2ccccc2C(F)(F)F)N(c2ccc(F)c(Cl)c2)C(N)=N1 (stereo not drawn)
-10%[76.3 µM]	COc1ccc(OC)c(NC(=S)NC(=O)c2ccc(Br)o2)c1
-5%	O=C(O)CCC(=O)N1N=C(c2cccs2)CC1c1ccc(Br)cc1 (stereo not drawn)
-2%[76.3 µM]	O=C(NCCN1CCNC1=O)C1CCC(=O)N(Cc2ccccc2F)C1 (stereo not drawn)
5%	Cc1cc(Cl)ccc1OC(C)C(=O)NN1C(=O)c2ccccc2C1=O (stereo not drawn)
11%[76.3 µM]	O=C1c2oc3ccccc3c(=O)c2C(c2cccc(Cl)c2)N1c1ccccn1 (stereo not drawn)
-1%	O=C(CN1CCOCC1)Nc1nc(-c2ccc(Cl)cc2)cs1
-15%	O=C1CN(C(=O)c2c(F)cccc2F)C(c2ccc(F)cc2)c2cc(Br)ccc2N1 (stereo not drawn)
1%	Cc1cc(C)nc(N/N=C/c2c(CO)cnc(C)c2O)n1
-12%[76.3 µM]	COC(=O)c1ccc(Cn2c(SCc3ccc(F)cc3)nc3ccncc32)cc1
1%[76.3 µM]	COc1ccc(N(C(=O)c2cccnc2)S(=O)(=O)c2cc(OC)ccc2OC)cc1

High-throughput results as filed in PubChem.
